Bioassay records from PubChem BioAssay.
hK5 inh: inhibitors of human kallikrein 5 | recombinant hK5, fluorogenic AMC substrate cleavage | Q9Y337 | AID 873 | inhibition, % at 5 µM | 210,000 compounds, 0.59% hits;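 active = inhibition of 40% or more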;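 also: 0% = enzyme controls without compound and 100% = no-enzyme blanks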
Target sequence (Q9Y337 67-293 limits assumed): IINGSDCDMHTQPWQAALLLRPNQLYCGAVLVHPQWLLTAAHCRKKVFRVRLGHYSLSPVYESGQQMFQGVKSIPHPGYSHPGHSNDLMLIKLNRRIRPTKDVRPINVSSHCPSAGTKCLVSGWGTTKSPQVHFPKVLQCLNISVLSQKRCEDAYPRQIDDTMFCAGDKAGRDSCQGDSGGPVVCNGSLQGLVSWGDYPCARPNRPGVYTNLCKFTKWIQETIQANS
FXIIa inh: inhibitors of human coagulation factor XIIa; 220,000 compounds, 0.3% hits; purified FXIIa, Boc-QGR-AMC fluorogenic substrate, 2 h; P00748; AID 800; inhibition, % at 5 µM; in the data active = inhibition above about 40%;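 also: 0% = enzyme with no compound and 100% = blank without enzyme; many of its hits are not listed in these tables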
L929 necroptosis: blocks zVAD induced death of L929 cells | L929 zVAD necroptosis rescue, ATP luminescence, 24 h; with zVAD 60 µM | viability rescue, % at 10 µM | 220,000 compounds, 0.38% hits | AID 1377;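 active = activation, scaled between plate controls, above about 75%, limit read from the data; inactive = activation under that limit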;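 also: 0% = zVAD with DMSO and 100% = DMSO alone without zVAD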
TNF death inh: inhibitors of TNF-alpha induced necroptosis in Jurkat FADD-/- cells | Jurkat FADD-/- TNF necroptosis rescue, ATP luminescence, 24 h; 0 = TNF only, 100 = no-TNF cells | activation (protection from cell death), % at 10 µM | AID 463075 | 220,000 compounds, 0.068% hits;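 active = activation, meaning protection from cell death, of at least 50% relative to plate controls; inactive = activation below 50%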;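 also: necroptosis triggered by 40 ng/mL TNF-alpha added together with compound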
Rad51 HR inh: blocks human Rad51 in homologous recombination; Q06609; AID 1385; 200,000 compounds, 0.085% hits; inhibition, % at 10 µM; hRad51 DNA strand exchange, fluorescence dequenching;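 active = inhibition above 40% at the single screening dose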;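 also: 0% = DMSO control wells and 100% = blanks with heterologous ssDNA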
Target sequence (Q06609 whole entry, looked up): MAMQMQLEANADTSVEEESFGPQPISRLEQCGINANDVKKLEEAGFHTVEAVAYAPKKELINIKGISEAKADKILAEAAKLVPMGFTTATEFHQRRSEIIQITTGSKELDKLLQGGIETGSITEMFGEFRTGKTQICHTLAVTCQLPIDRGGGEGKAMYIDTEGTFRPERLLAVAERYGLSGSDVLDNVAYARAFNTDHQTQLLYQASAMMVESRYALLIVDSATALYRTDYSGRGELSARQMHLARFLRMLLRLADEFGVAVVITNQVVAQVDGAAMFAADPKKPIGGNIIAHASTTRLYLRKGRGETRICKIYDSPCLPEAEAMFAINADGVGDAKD
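material = hRad51 filaments on single-stranded DNA | reagent = Donor/quencher-labelled 47-bp dsDNA substrate | compound = 10 µM final, single point | schedule = strand-exchange reaction 15 min at room temperature | measured by = fluorescein emission 520 nm, excitation 485 nm | read-out basis = % inhibition versus plate control and blank means | benchmarks = plate controls and plate blanks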
Hck Nef HTS: blocks Nef-activated human Hck kinase. P08631. Recombinant Hck-YEEI plus Nef, Z-Lyte FRET kinase assay. inhibition, % at 20 µM. 220,000 compounds, 0.68% hits. AID 463187;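 active = Hck-Nef kinase inhibition above about 50%, limit read from the data; inactive = inhibition below that limit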;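 also: 0% = DMSO with Hck plus Nef and 100% = Hck alone without Nef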
KCC2 mod: modulators of human KCC2 chloride dependent transport; Q9H2X9; 190,000 compounds, 2.2% hits; KCC2 cells, thallium flux FluoZin-2 fluorescence; B-score of Tl+ flux slope (higher = more flux/activation; lower = inhibition) at 10 µM; AID 1456;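 active = thallium flux slope and its plate-corrected score both differing from the plate sample mean at a set confidence after two filtering rounds, in either direction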;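 also: slope of fluorescence scaled to starting intensity during 10 to 20 s after thallium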
FXIa inh 1536: blocks human coagulation factor XIa protease activity | P03951 | purified FXIa, Boc-Glu-Ala-Arg-AMC fluorogenic substrate | inhibition, % at 5 µM | 220,000 compounds, 0.14% hits;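 active = inhibition of at least 40%; inactive = inhibition below 40%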;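 also: fluorescence of freed AMC excited at 355 nm; 0% = enzyme without compound and 100% = no enzyme blank; many of its hits are not listed in these tables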
Thrombin inh: thrombin (human) inhibition. 220,000 compounds, 0.26% hits. alpha-thrombin, Boc-VPR-AMC fluorogenic substrate cleavage. inhibition, % at 5 µM. P00734;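 active = inhibition at or above 40%; inactive = inhibition below 40%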;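 also: 0% = enzyme with no compound and 100% = wells without enzyme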
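Material: human alpha-thrombin enzyme / Medium: pH 7.5 Tris (50 mM) with NaCl 150 mM, Tween 20 0.05% / Compound: single-point dosing at 5 µM, 0.2% DMSO / Incubation: enzyme reaction carried out at room temperature / Detection: AMC fluorescence, 355/460 nm / Read-out basis: percent inhibition scaled between no-compound controls and no-enzyme blanks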
* marks the source's active call; other numbers are inactive results; / = not tested or not shown. Not all compounds are listed; rates above refer to the full screens.

No.	canonical_smiles	L929 necroptosis	TNF death inh	Hck Nef HTS	Thrombin inh	FXIIa inh
1	CCOC(=O)NC(=O)CSc1nc2ccc(OCC)cc2[nH]1	1.4	-1.6	0	3	22
2	O=C(c1cc([N+](=O)[O-])cc([N+](=O)[O-])c1)N1CCOCC1	0.8	0.2	0	-6	4
3	CC1=NN(C(=O)Cc2ccccc2)C(O)(c2ccccc2)C1 (stereo not drawn)	1.2	5.5	19	-8	5
4	O=C(c1c(F)c(F)c(F)c(F)c1F)N(Cc1ccccc1)Cc1ccccc1	-0.8	1.5	-9	-4	14
5	O=C(Nc1ccncc1)c1cn(-c2ccccc2)nc1-c1cccs1	0.0	-14	2	-7	5
6	CCC(=O)NCC(c1cccs1)N1CCOCC1 (stereo not drawn)	0.1	0.0	0	6	11
7	Clc1ccc(OCCCc2nc(-c3ccncc3)no2)c(Cl)c1	-0.2	-0.5	1	4	11
8	NC(=O)[C@@H]1CC2(CC(c3cccc(NC(=O)CC(c4ccccc4)c4ccccc4)c3)=NO2)CN1C(=O)[C@@H]1CCC(=O)N1 (stereo partly drawn)	-0.7	2.8	18	17	23
9	O=C(Cn1c(C(F)(F)F)nc2ccccc21)NCCCN1CCOCC1	0.0	-0.5	-5	1	11
10	O=C(CN1C(=O)c2ccccc2C1=O)NN1C(=O)c2ccccc2C1=O	-0.2	-2.2	-1	-5	13
11	O=S(=O)(c1ccccc1Cl)N1CCCC1c1nc(-c2cccc(Cl)c2)no1 (stereo not drawn)	0.0	-3.7	1	0	10
12	S=c1[nH]nc(Cc2ccccc2)n1-c1cccc2ccccc12	/	0.9	-2	1	10
13	CC1=NN(c2ccccc2)C(=O)/C1=C\c1cn(CCC#N)nc1-c1ccc(Cl)cc1	/	-5.9	-12	13	13
14	Cc1nnn(C23CC4CC(CC(C4)C2)C3)n1	-0.1	-1.7	11	-4	16
15	O=C(CCCCCN1C(=O)c2cccc3cccc(c23)C1=O)NC1CCS(=O)(=O)C1 (stereo not drawn)	-0.5	0.2	14	1	8

No.	KCC2 mod	Rad51 HR inh	hK5 inh	FXIa inh 1536
1	0.31	/	-8	2
2	-0.87	-6	6	-10
3	-0.03	-16	2	-1
4	-0.1	-4	3	-2
5	0.014	/	-27	2
6	0.038	2	-11	3
7	-0.34	-6	-10	4
8	-0.16	-4	21	11
9	1.5	-2	-7	6
10	-0.39	/	-3	5
11	/	-1	-1	-1
12	0.94	/	-7	4
13	-1.9	/	9	5
14	/	-8	-9	1
15	-0.35	8	3	1

Further compounds.
No.	canonical_smiles	L929 necroptosis	TNF death inh	Hck Nef HTS	Thrombin inh	FXIIa inh
16	Cc1ccccc1NC(=S)Nc1cccc([N+](=O)[O-])c1	0.3	-2.1	0	5	25
17	CCc1cccc(OCCCCNCCO)c1	0.2	1.3	1	2	12
18	COc1cccc(Cn2c(Oc3ccccc3)nc3c2c(=O)n(C)c(=O)n3C)c1	-1.4	-0.3	0	-4	17
19	O=C(Cc1ccccc1)Nc1cccc(N2C(=O)C=CC2=O)c1	0.9	-18	-6	0	14
20	CCCC1CC(C)(C(=O)Cn2[nH]c(=O)ccc2=O)OC1=O (stereo not drawn)	-0.1	-0.5	-1	-9	-3
21	Cc1cccc2cc(CN(Cc3nnnn3C3CCCCC3)C3CCCC3)c3nnnn3c12	-0.8	-1.0	5	5	18
22	CC(CCc1ccccc1)NC(=O)C1CCN(S(=O)(=O)N2CCOCC2)CC1 (stereo not drawn)	/	2.6	2	-5	0
23	CCCn1c(-c2ccc(OC)cc2)nc2ccccc21	-0.3	-3.4	1	5	10
24	O=C(c1ccco1)N1CCN(C(=O)c2oc(=O)c3ccccc3c2-c2ccccc2)CC1	0.6	0.1	-1	-8	5
25	O=C(NCC(c1cccs1)N1CCOCC1)c1cc(-c2ccccn2)nc2ccccc12 (stereo not drawn)	0.8	-3.4	27	3	11
26	COc1ccccc1NC(=O)CSc1nnc(CNC(=O)COc2ccc(Cl)cc2)o1	0.3	-1.8	0	1	32
27	CCn1c(=N)n(CC(=O)C(C)(C)C)c2ccccc21	0.6	0.4	-11	0	5
28	O=c1sc(N2CCN(c3ccccc3F)CC2)nc2ccsc12	0.0	0.0	8	-5	11
29	Nc1ccc(S(=O)(=O)NNC(=O)C(=O)NNc2ccccn2)cc1	0.3	-2.2	-1	17	14
30	CN(CCCCCNC(=O)/C=N/O)Cc1ccccc1	0.3	1.3	-1	-10	4

No.	KCC2 mod	Rad51 HR inh	hK5 inh	FXIa inh 1536
16	0.7	3	0	6
17	0.042	8	-2	-1
18	-1.2	-4	6	7
19	-1.8	/	-5	11
20	-0.013	/	0	-5
21	-0.77	-8	-19	9
22	-0.81	/	-1	-7
23	-1.4	6	-4	3
24	0.12	-3	-6	-7
25	-0.17	9	3	0
26	/	4	-8	19
27	0.0069	-2	3	-1
28	-0.15	-3	-10	0
29	/	/	-95	1
30	0.32	0	4	4

The list goes on:
No.	canonical_smiles	L929 necroptosis	TNF death inh	Hck Nef HTS	Thrombin inh	FXIIa inh
31	COCCCNC(=S)N/N=C/c1ccc(OC)cc1	0.0	0.5	9	0	2
32	COc1ccc(Cl)cc1CN1CCOCC1	-0.7	-0.6	18	-14	2
33	O=c1[nH]sc2ccccc12	-0.7	-4.9	-5	-11	7
34	COC(=O)C1CSC(C(=O)OC)N1C(=O)CN1CCN(c2ccccc2)CC1 (stereo not drawn)	1.0	-2.2	22	0	6
35	NS(=O)(=O)c1ccc(NC(=S)NC(=O)c2ccc(-c3ccccc3)cc2)cc1	1.1	3.0	2	-3	18
36	CCOc1ccccc1N/C=C(\C#N)c1nc2ccccc2n1C	0.4	0.8	2	-2	11
37	CCCc1c(O)nc(SCCN(CCC)CCC)[nH]c1=O	-0.5	0.0	-4	-3	-1
38	COC(=O)CSc1ncnc2c1cnn2Cc1ccccc1	0.7	-2.5	1	-1	9
39	Cn1c(=O)n(C)c2cc([N+](=O)[O-])c(N3CCN(C(=O)c4ccc(Cl)cc4)CC3)cc21	0.4	-4.2	2	4	11
40	C#CC[N+](CC)(CC)CC#Cc1cccc(Cl)c1	-0.2	-3.0	0	-1	13
41	Nc1[nH]n2c(=O)cc(-c3ccccc3)nc2c1N=Nc1ccccc1	0.7	-8.7	7	32	-2
42	CCN=C(NCC)SC1CC(=O)N(c2cccc(OCC)c2)C1=O (stereo not drawn)	1.9	0.0	-1	-5	-7
43	CCOc1ccccc1NS(=O)(=O)c1ccc2c(c1)n(C)c(=O)c(=O)n2C	/	-0.3	1	-3	10
44	OC1CNCc2cc3c(cc21)OCCO3 (stereo not drawn)	0.0	-0.4	11	-17	-4
45	O=[N+]([O-])c1ccc(CSc2nnc3ccccn23)cc1	-0.6	-0.7	-10	-6	7

No.	KCC2 mod	Rad51 HR inh	hK5 inh	FXIa inh 1536
31	1.5	9	-7	-7
32	0.76	/	-3	-4
33	/	19	0	1
34	-0.068	1	3	-22
35	0.54	-2	-79	17
36	0.85	-4	5	2
37	0.65	5	-10	0
38	-0.087	2	-14	5
39	/	-9	9	5
40	0.39	5	-20	5
41	3.3	9	2	18
42	/	1	20	-9
43	-0.78	/	-10	-1
44	-0.039	1	5	4
45	0.21	7	-2	1

Next entries follow:
No.	canonical_smiles	L929 necroptosis	TNF death inh	Hck Nef HTS	Thrombin inh	FXIIa inh
46	CSc1nc(N)nc(SCC(=O)OC(C)C)c1C#N	1.3	-0.2	1	2	0
47	CC1(C)c2cc(Cl)ccc2-n2c1cc(O)c(-c1ccccc1)c2=O	0.2	0.8	20	-1	7
48	CCCCNC(=O)c1cc(-c2ccc(F)cc2)on1	3.5	-8.7	-1	-7	9
49	CCOc1nc(OCC)c2cnn(C)c2n1	2.1	-0.8	4	-3	5
50	Cc1ccc(Cl)cc1NC(=S)N/N=C/c1cccc2ccccc12	-0.2	-14	-4	2	12
51	CCN(CCO)Cc1csc2ccccc12	-0.2	1.1	-1	25	20
52	COC(=O)Cc1nnc(NC(=O)c2ccccc2)s1	2.2	1.3	4	-3	6
53	CCN=C1S/C(=C\c2cn(C(C)=O)nc2-c2ccccc2)C(=O)N1CC	0.8	-1.5	2	1	20
54	CN(C)CCSc1nc(N)c2c3c(sc2n1)COC(C)(C)C3	0.2	0.8	0	5	17
55	Cc1cc(=O)[nH]c(SCC(=O)Nc2cccc3ccccc23)c1C#N	0.4	0.2	-1	-5	-4
56	CCOC(=O)Nc1c(C)n(C)n(-c2ccccc2)c1=O	/	/	/	1	10
57	Cc1ccccc1OCc1nc(C#N)c(N2CCCC2)o1	-0.1	1.3	21	-7	3
58	CCN1CCN(C(=O)CN(CCc2ccccc2)S(C)(=O)=O)CC1	0.1	0.5	1	-7	1

No.	KCC2 mod	Rad51 HR inh	hK5 inh	FXIa inh 1536
46	/	9	2	5
47	-0.81	-15	0	0
48	0.039	-4	-24	2
49	0.052	13	-4	2
50	30*	10	-3	4
51	0.52	/	24	14
52	-0.64	-6	2	0
53	-0.93	1	-6	10
54	-1.2	-2	1	4
55	-3	6	-17	3
56	/	-7	-12	6
57	/	3	-3	1
58	0.9	4	8	-8

Nos. 55 through 56, reprinted for reference:
No.	canonical_smiles	L929 necroptosis	TNF death inh	Hck Nef HTS	Thrombin inh	FXIIa inh
55	Cc1cc(=O)[nH]c(SCC(=O)Nc2cccc3ccccc23)c1C#N	0.4	0.2	-1	-5	-4
56	CCOC(=O)Nc1c(C)n(C)n(-c2ccccc2)c1=O	/	/	/	1	10

No.	KCC2 mod	Rad51 HR inh	hK5 inh	FXIa inh 1536
55	-3	6	-17	3
56	/	-7	-12	6

Structures from the list above with an NH in an aromatic ring (7):
No.	canonical_smiles	L929 necroptosis	TNF death inh	Hck Nef HTS	Thrombin inh	FXIIa inh
1	CCOC(=O)NC(=O)CSc1nc2ccc(OCC)cc2[nH]1	1.4	-1.6	0	3	22
12	S=c1[nH]nc(Cc2ccccc2)n1-c1cccc2ccccc12	/	0.9	-2	1	10
20	CCCC1CC(C)(C(=O)Cn2[nH]c(=O)ccc2=O)OC1=O (stereo not drawn)	-0.1	-0.5	-1	-9	-3
33	O=c1[nH]sc2ccccc12	-0.7	-4.9	-5	-11	7
37	CCCc1c(O)nc(SCCN(CCC)CCC)[nH]c1=O	-0.5	0.0	-4	-3	-1
41	Nc1[nH]n2c(=O)cc(-c3ccccc3)nc2c1N=Nc1ccccc1	0.7	-8.7	7	32	-2
55	Cc1cc(=O)[nH]c(SCC(=O)Nc2cccc3ccccc23)c1C#N	0.4	0.2	-1	-5	-4

No.	KCC2 mod	Rad51 HR inh	hK5 inh	FXIa inh 1536
1	0.31	/	-8	2
12	0.94	/	-7	4
20	-0.013	/	0	-5
33	/	19	0	1
37	0.65	5	-10	0
41	3.3	9	2	18
55	-3	6	-17	3
